# Compound activity (PubChem)
# HIF-2a inh: HIF-2a inhibition; inhibition, % at 18.8 µM; actives 0.72% (n = 360,000); 786-0 RCC cells HIF-2a reporter, luciferase luminescence, overnight;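 active means inhibition of the luminescence signal of 40% or more relative to plate controls, in a single-dose primary screen at 18.75 µM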
# TRPM1 prom inh: inhibitors of MITF-driven TRPM1 promoter in melanoma cells | SK-MEL-5 TRPM1 promoter luciferase, 24 h | inhibition, % at 12.5 µM | actives 0.83% (n = 330,000);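 active means mean inhibition across replicates of 60% or more, whatever share of single replicates reaches that level; inconclusive means some that reach 60%, reason not given; inactive means mean inhibition across replicates below 60%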; further: values of inactives mirror those of a sister screen read the other way
# Shn3 inh set2: Schnurri-3 reporter inhibition in Clone20 osteoblasts; actives 0.52% (n = 360,000); Clone20 osteoblast Shn3 3'UTR firefly luciferase, 24 h; inhibition, % at 12.5 µM;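 active means mean inhibition of at least 75% with every replicate also reaching 75%; inconclusive means mean inhibition at least 75% but some replicate below; inactive means mean inhibition below 75%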;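 further: 0% = median of neutral control wells and 100% = pilot-screen positive control compound; some compounds past the cut are filed as inactive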
# CaV13 FRET inh: Primary screen for inhibitors of IQ motif and Ca2+-dependent inactivation inhibitor domain binding in CACNA1D, Förster resonance energy transfer in living cells, …. HEK cells, CFP/YFP FRET ICDI-IQ, plate reader, 10 min; percent FRET-ratio fall versus neutral wells. inhibition, % at 12.3 µM. actives 0.098% (n = 340,000);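 active means mean replicate inhibition of at least 30% and at least 1% of replicates passing that level; inconclusive means only one of the two criteria is met; inactive means neither criterion is met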;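 further: 0% = median of the neutral control wells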
# NR2E3 ag-1: NR2E3 (human) agonism; GST-NR2E3/biotin-RetCOR TR-FRET, 1536-well; inhibition of corepressor binding, % at 4.78 µM; Q9Y5X4; AID 2300; actives 0.12% (n = 320,000);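 active means percent inhibition above the cutoff of mean plus 3 SD of all tested compounds, set per screening campaign, cut at about 20% in these data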;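 further: 0% = DMSO wells and 100% = biotin wells as full block of FRET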
#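 Material: NR2E3–RetCOR corepressor complex / Amount: 1.35 nM GST-NR2E3 / Medium: Tris pH 7.5 / Compound: single nominal compound dose of 4.8 µM / Incubation: 5 h at 4 °C / Technique: TR-FRET, Eu(K)-anti-GST donor, streptavidin-D2 acceptor, ex 340, em 617/671 nm / Read-out basis: percent loss of FRET ratio relative to control wells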
# Peg3 prom inh: reduces Peg3 promoter-driven luciferase expression in HeLa; HeLa PEG-Prom luciferase reporter, luminescence, overnight; inhibition, % at 20 µM; actives 1.7% (n = 360,000); AID 588405;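 active means inhibition of at least 50% at 20 µM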
# CF NFkB inh: inhibitors of cystic fibrosis induced NF-kB. actives 0.86% (n = 360,000). inhibition, % at 5 µM. KKLEB NF-kB-GFP reporter, PAF-induced, GFP fluorescence overnight;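 active means at least 50% inhibition at 5 µM, scaled per plate between neutral and stimulator controls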;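 further: PAF is a Pseudomonas aeruginosa culture filtrate used as stimulus; plate controls were PAF-stimulated DMSO wells for no effect and unstimulated DMSO wells for full effect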
# PDI turbidity: blocks human protein disulfide isomerase activity; actives 0.052% (n = 350,000); P07237; PDI insulin aggregation turbidity, A650, 90 min; inhibition, % at 10 µM;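 active means mean inhibition across replicates of 30% or more, whatever share of single replicates reach that level; inconclusive means mean inhibition below 30% while every single replicate reaches 30%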;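 further: absorbance from insulin aggregation driven by PDI reduction with DTT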
# Target sequence (P07237 whole entry, looked up): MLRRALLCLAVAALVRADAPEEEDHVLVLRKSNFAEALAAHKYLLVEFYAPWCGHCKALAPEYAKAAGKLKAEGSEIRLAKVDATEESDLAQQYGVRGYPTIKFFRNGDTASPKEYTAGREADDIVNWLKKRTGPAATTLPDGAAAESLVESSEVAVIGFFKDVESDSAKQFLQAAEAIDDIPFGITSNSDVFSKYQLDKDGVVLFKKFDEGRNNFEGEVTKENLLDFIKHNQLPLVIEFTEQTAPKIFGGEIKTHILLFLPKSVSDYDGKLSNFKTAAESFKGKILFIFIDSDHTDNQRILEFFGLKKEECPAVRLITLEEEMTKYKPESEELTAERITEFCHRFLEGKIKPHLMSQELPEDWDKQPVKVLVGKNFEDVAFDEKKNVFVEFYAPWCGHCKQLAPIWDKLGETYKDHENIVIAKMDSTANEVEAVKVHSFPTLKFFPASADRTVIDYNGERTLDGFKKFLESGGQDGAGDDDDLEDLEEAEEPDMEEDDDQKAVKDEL
# Vif imaging: blocks HIV Vif function | AID 602346 | HEK293T cells, Vif self-association by quenched fluorescence, imaging, 24 h | inhibition, % at 7.49 µM | actives 0.35% (n = 340,000); in the data active means inhibition above about 50%, passing the limit was not always enough; inconclusive means no clear call, values can overlap the other calls; inactive means below about 31%; further: some results filed as inactive read as strong as hits
# KKLEB cytotox: reduces viability of KKLEB cystic fibrosis airway cells | activity change (cytotoxicity), % at 5 µM | AID 602141 | actives 0.36% (n = 360,000) | KKLEB CF airway cells viability, ATPlite luminescence, overnight; hits give low values; cells stimulated with P. aeruginosa culture filtrate;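 active means corrected activity change at or below -50% at 5 µM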
# NR2E3 ag-2: agonists of human NR2E3 nuclear receptor; AID 602229; CHO-S Gal4-NCOR/VP16-NR2E3 two-hybrid, luciferase; actives 0.35% (n = 360,000); Q9Y5X4; inhibition of corepressor binding, % at 3.98 µM;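 active means inhibition above the mean of all tested compounds plus 3 SD, cut at about 70% in these data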;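 further: 0% = DMSO with NR2E3 transfected cells and 100% = cells lacking NR2E3 construct; higher means lower luciferase signal from less NR2E3 corepressor binding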
# * marks the source's active call; other numbers are inactive results; ? = inconclusive; nt = not tested or not shown.
SMILES,HIF-2a inh,TRPM1 prom inh,Shn3 inh set2,CaV13 FRET inh,NR2E3 ag-1,Peg3 prom inh,CF NFkB inh,PDI turbidity,Vif imaging,KKLEB cytotox,NR2E3 ag-2
Cc1c(NS(=O)(=O)c2cccc(C(=O)N3CCC(C(N)=O)CC3)c2)c(=O)n(-c2ccccc2)n1C,9.4,-11.0,-1.2,-5.4,nt,0.2,8.0,9.6,5.6,6.5,6.5
O=C(CSc1nnc2sc3ccccc3n12)NCc1ccc2c(c1)OCO2,11.8,-3.3,3.4,-6.6,-2.5,5.2,9.6,-10.1,-17.3,-14.4,-24.2
Cc1cc(Cn2nc(-c3ccccc3)cc2C(=O)NCc2cccc(C(F)(F)F)c2)on1,-37.9,-23.7,3.1,-2.0,1.4,3.7,-3.2,10.7,-2.3,-14.4,12.8
O=C1Nc2ccc(Br)cc2C1(O)Cc1ccncc1 (configuration not stated),-0.7,27.5,-0.7,-5.4,-2.0,13.7,2.3,-9.8,-1.5,2.6,-4.5
CC(=NNC(=S)N1CC2CCC(CC2)C1)c1ccncn1,-137.3,77.5*,88.4*,-6.5,nt,99.7*,32.8,7.0,-14.1,-21.3,43.8
COc1ccc(CN(C)C2CCCCC2)c(C)c1C,9.4,0.9,16.0,-7.5,6.5,8.7,-25.7,3.9,3.2,3.6,0.7
Cc1cc(C(=O)Nc2sc3c(c2C#N)CCC3)no1,-155.1,-29.8,-66.0,-4.9,4.0,-147.4,8.0,-1.0,3.4,-5.7,-166.1
COc1ccc(Nc2nccc(N(C)C)c2C#N)cc1,-21.6,-3.6,-0.2,-2.3,4.2,-20.1,-10.3,3.4,-9.9,-2.4,2.2
c1cnc(SCCOc2cccc3ccccc23)nc1,-288.8,-98.9,-36.4,-7.5,1.3,-329.9,8.0,-2.6,5.9,-6.3,-134.5
O=C(N/N=C/c1coc2ccccc2c1=O)c1cc(O)cc(O)c1,21.2,-1.0,-5.6,11.2,nt,0.8,8.3,16.6,2.5,-12.8,0.0
CCOc1ccc(S(=O)(=O)N2CCN(C(=O)CCOc3ccccc3C)CC2)cc1,15.4,5.6,25.4,-4.2,2.7,21.4,22.0,-3.2,-19.8,-6.6,23.3
O=c1cc(-c2ccc(O)cc2)oc2c(O)c(O)c(O)c(O)c12,8.3,6.6,-5.5,nt,3.9,-2.8,-0.7,nt,?,-9.2,-6.2
CC(C)CC(=O)N/C(N)=N/c1nc2ccccc2o1,-402.1,-89.1,-106.4,-0.7,-2.4,-283.0,-10.0,-3.0,15.1,14.0,-144.9
Cc1cccn2c(=O)c(C=O)c(N3CCN(C)CC3)nc12,10.6,3.5,15.2,-2.9,-3.2,24.6,5.5,0.1,-3.5,0.2,-18.7
Cc1ccc(N(CCC#N)C(=O)COC(=O)C2CCN(S(=O)(=O)c3ccc(C)c(C)c3)CC2)cc1,4.8,0.9,-2.1,-4.1,0.7,3.3,8.5,-0.7,-7.2,4.1,0.2
CC(OC(=O)C1CCN(c2ccc(C(F)(F)F)cn2)CC1)C(=O)NC1CCCCC1C (configuration not stated),13.7,nt,3.3,-1.6,-0.5,-1.9,6.5,-10.4,-3.2,-6.5,17.8
COc1ccc(C(=O)NC(=S)N2CCN(C)CC2)cc1Br,3.2,-1.0,-23.5,-3.6,1.9,5.5,-7.0,5.5,-6.8,1.2,-28.0
COc1ccc(OC)c(NC(=O)c2sc3ncnc(N4CCN(c5ccccn5)CC4)c3c2C)c1,-1.6,7.3,34.8,nt,3.7,18.4,-5.7,-2.7,18.7,3.1,4.5
O=C(O)CCn1c(CO)nc2ccccc21,8.8,7.6,-4.9,-4.7,3.5,8.8,4.0,1.0,14.0,4.5,-10.8
O=C(NC(=S)Nc1ccc(S(=O)(=O)N2CCCCC2)cc1)c1ccc(Cl)cc1,12.7,20.2,31.6,nt,4.3,14.7,20.4,-3.3,-11.2,-12.7,-9.1
COc1ccc(OCCN2C(=O)c3cccc(N)c3C2=O)cc1,-238.5,-84.7,-8.2,-2.5,4.3,-278.7,6.8,-0.7,-8.0,-0.7,-104.0
O=C1C=C(CCc2ccccc2)CCC1,-4.4,nt,-47.7,-9.8,nt,-6.2,-7.8,3.3,nt,1.6,-3.6
COCC(C)n1c(C)cc(C(=O)CN2C(=O)NC(Cc3c[nH]c4ccccc34)C2=O)c1C (configuration not stated),8.1,-28.4,12.4,-4.8,0.0,9.6,-1.2,4.2,nt,5.2,-18.0
CC(C)(C)NC(=O)c1ccc2nccnc2c1,9.8,2.0,-6.2,-3.8,-3.5,-4.7,12.8,2.9,-3.7,5.0,-3.3

# Compounds above that have an aryl methoxy group (5):
SMILES,HIF-2a inh,TRPM1 prom inh,Shn3 inh set2,CaV13 FRET inh,NR2E3 ag-1,Peg3 prom inh,CF NFkB inh,PDI turbidity,Vif imaging,KKLEB cytotox,NR2E3 ag-2
COc1ccc(CN(C)C2CCCCC2)c(C)c1C,9.4,0.9,16.0,-7.5,6.5,8.7,-25.7,3.9,3.2,3.6,0.7
COc1ccc(Nc2nccc(N(C)C)c2C#N)cc1,-21.6,-3.6,-0.2,-2.3,4.2,-20.1,-10.3,3.4,-9.9,-2.4,2.2
COc1ccc(C(=O)NC(=S)N2CCN(C)CC2)cc1Br,3.2,-1.0,-23.5,-3.6,1.9,5.5,-7.0,5.5,-6.8,1.2,-28.0
COc1ccc(OC)c(NC(=O)c2sc3ncnc(N4CCN(c5ccccn5)CC4)c3c2C)c1,-1.6,7.3,34.8,nt,3.7,18.4,-5.7,-2.7,18.7,3.1,4.5
COc1ccc(OCCN2C(=O)c3cccc(N)c3C2=O)cc1,-238.5,-84.7,-8.2,-2.5,4.3,-278.7,6.8,-0.7,-8.0,-0.7,-104.0

# An excerpt from above in order of molecular weight, high to low:
SMILES,HIF-2a inh,TRPM1 prom inh,Shn3 inh set2,CaV13 FRET inh,NR2E3 ag-1,Peg3 prom inh,CF NFkB inh,PDI turbidity,Vif imaging,KKLEB cytotox,NR2E3 ag-2
O=C(NC(=S)Nc1ccc(S(=O)(=O)N2CCCCC2)cc1)c1ccc(Cl)cc1,12.7,20.2,31.6,nt,4.3,14.7,20.4,-3.3,-11.2,-12.7,-9.1
COCC(C)n1c(C)cc(C(=O)CN2C(=O)NC(Cc3c[nH]c4ccccc34)C2=O)c1C (configuration not stated),8.1,-28.4,12.4,-4.8,0.0,9.6,-1.2,4.2,nt,5.2,-18.0
Cc1cc(C(=O)Nc2sc3c(c2C#N)CCC3)no1,-155.1,-29.8,-66.0,-4.9,4.0,-147.4,8.0,-1.0,3.4,-5.7,-166.1
